# Assay outcomes (PubChem BioAssay)
# MC4R barr agon – MC4R agonists recruiting beta-arrestin, primary screen, cell-based, luminescence, agonist arm of biased-ligand search. activation, % at 8.9 µM. 360,000 tested, 0.98% active. Melanocortin receptor 4 (Homo sapiens), P32245. U2OS MC4R beta-arrestin complementation; percent of melanotan II response, DMSO zero;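 active = activation above a per-plate cutoff, the mean activation of sample wells on that plate plus 3 SD, cut at about 8% in these data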
# Target sequence (P32245 whole entry, looked up): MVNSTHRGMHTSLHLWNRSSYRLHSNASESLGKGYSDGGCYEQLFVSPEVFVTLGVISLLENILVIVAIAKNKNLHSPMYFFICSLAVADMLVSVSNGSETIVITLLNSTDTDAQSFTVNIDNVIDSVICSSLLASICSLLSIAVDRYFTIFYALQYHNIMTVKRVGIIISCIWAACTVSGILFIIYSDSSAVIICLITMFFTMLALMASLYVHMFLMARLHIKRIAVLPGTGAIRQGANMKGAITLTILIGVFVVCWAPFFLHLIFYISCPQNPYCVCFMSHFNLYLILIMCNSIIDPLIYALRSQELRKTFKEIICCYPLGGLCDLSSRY
# H9c2 protect – cardioprotection against H2O2-induced cell death, primary screen, uHTS, H9c2 cells, ATPLite luminescence | H9c2 cardiomyocytes, H2O2 injury protection, 2 h | protection from H2O2 cell death, % at 20 µM | 360,000 tested, 0.63% active;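 active = compounds giving at least 50% protection of heart cells from peroxide-induced death in the single-dose screen, raw or plate-pattern-corrected value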;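 also: 0% = DMSO wells with peroxide and 100% = DMSO wells without peroxide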
# aDG glyco act – activators of alpha-DG glycosylation, primary screen, uHTS, Pro5-aDG cells, AlphaScreen; alpha-DG glycosylation AlphaScreen (IIH6); 0% Pro5, 100% B10-LARGE cell signal; AID 624168, 2012; activation, % at 10 µM; 360,000 tested, 0.22% active;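 active = activation of at least 8% versus controls, or a plate z-score of at least 8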;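 also: Pro5 are CHO cells carrying HIG-tagged alpha-DG that lacks glycosylation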
# m5-HT2A agonist – mouse Htr2a agonists via beta-arrestin recruitment, primary screen, cell-based, luminescence; activation, % at 7.6 µM; 360,000 tested, 0.66% active; CHO-K1 mHTR2A beta-arrestin complementation; percent of 30 µM serotonin response;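 active = activation above a run cutoff, the mean activation of all tested compounds plus 3 SD, cut at about 14% in these data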;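 also: 0% = plate median of compound wells and 100% = 30 µM serotonin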
# Target sequence (P35363 whole entry, looked up): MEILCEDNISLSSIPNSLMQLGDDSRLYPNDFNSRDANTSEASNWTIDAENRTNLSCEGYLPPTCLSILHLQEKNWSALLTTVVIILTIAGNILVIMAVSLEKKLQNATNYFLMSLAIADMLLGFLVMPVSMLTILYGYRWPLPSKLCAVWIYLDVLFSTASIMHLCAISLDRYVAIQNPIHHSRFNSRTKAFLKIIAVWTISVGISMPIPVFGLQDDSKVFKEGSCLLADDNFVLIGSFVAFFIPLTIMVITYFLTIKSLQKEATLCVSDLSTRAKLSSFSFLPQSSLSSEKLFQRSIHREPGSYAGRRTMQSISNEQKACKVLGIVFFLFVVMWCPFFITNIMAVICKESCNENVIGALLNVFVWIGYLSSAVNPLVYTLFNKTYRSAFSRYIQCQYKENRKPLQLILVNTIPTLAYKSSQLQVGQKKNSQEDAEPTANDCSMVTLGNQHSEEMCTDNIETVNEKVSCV
# Glyco luc inh – increase of ERlucT glycosylation luciferase signal, primary screen, N-linked glycosylation inhibitor project, D54 ERlucT cells, luminescence, set 2; reporter increase, % at 12.5 µM; D54 ERlucT glycosylation luciferase reporter, 24 h; percent of 100 nM tunicamycin response; 360,000 tested, 0.23% active; AID 588692, 2011;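 active = mean luciferase reporter signal, scaled so untreated is 0 and the glycosylation-blocking control 100, at or above a set limit in every replicate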;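 also: luciferase carries N-glycosylation sites so blocking glycosylation raises the light; 0% = median of neutral control wells and 100% = median of 100 nM tunicamycin wells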
# hiPSC survival – enhancers of single-cell hiPSC survival, primary screen, ATPlite luminescence. AID 602274, 2012. 360,000 tested, 0.044% active. 100% = ROCK inhibitor wells, 0% = DMSO. survival enhancement, % at 20 µM; in the data active = survival enhancement above about 18%;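 also: cells exposed to compounds for 16 hours before the ATP read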
# ABHD5-PLIN5 inh – ABHD5-PLIN5 interaction inhibitors, primary screen, cell lysate, split luciferase complementation, luminescence | AID 602281, 2012 | inhibition, % at 4 µM | 360,000 tested, 0.78% active | Split G. princeps luciferase complementation, 4 h | Perilipin-5 (Homo sapiens) + 1-acylglycerol-3-phosphate O-acyltransferase ABHD5 (Homo …;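 active = inhibition above the mean inhibition across every tested compound plus 3 SD, cut at about 22% in these data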;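 also: 0% = DMSO only wells and the 100% control is not disclosed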
# ABCB6 inh MLPCN – ABCB6 transporter inhibitors, primary screen, K562-ABCB6 cells, flow cytometry, MLPCN library. ATP-binding cassette sub-family B member 6 (Homo sapiens), Q9NP58. K562-ABCB6 porphyrin accumulation, 1 h; stronger effect = lower value. fluorescence ratio to DMSO, % at 10 µM. 360,000 tested, 0.19% active;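 active = fluorescence ratio to DMSO below 75%, the collection mean minus 3 SD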;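 also: signal is porphyrin accumulated inside mitochondria; 100% equals median channel fluorescence of DMSO control wells; lower ratio means ABCB6 inhibition with less porphyrin fluorescence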
# MC4R antagonist – MC4R antagonists of cAMP signaling, primary screen, cell-based, TR-FRET, antagonist arm of biased-ligand search; Melanocortin receptor 4 (Homo sapiens), P32245; MC4R-expressing cells, MTII-stimulated cAMP, LANCE TR-FRET; AID 540295, 2011; 360,000 tested, 0.48% active; inhibition, % at 6.5 µM;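 active = inhibition above its plate's cutoff, the mean of tested wells on that plate plus 3 SD, cut at about 29% in these data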;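 also: 0% = Melanotan II alone and 100% = Melanotan II plus saturating MCL0020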
#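 Test system: U2OS cells stably expressing human melanocortin 4 receptor (MC4R); also added: Melanotan II challenge; compound: 6.5 µM single dose; timing: 30-min compound preincubation, 1-h Melanotan II challenge, 1-h detection, room temperature; signal: Eu-cAMP/anti-cAMP TR-FRET, emission 671 nm; repeats: one well per compound, no replicates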
# Granule exo inh – LAMP-1 surface exposure blockers, TALL-104 cells – cell-based, flow cytometry, MLPCN library, primary screen; TALL-104 LAMP-1 surface exposure; cells stimulated with thapsigargin and PMA; inhibition, % at 10 µM; 360,000 tested, 0.66% active;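 active = inhibition above about 55%, limit read from the data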
# Numbers without * were called inactive; nt = no result given; & = joins results of further samples; ! = repeats disagree.
SMILES,MC4R barr agon,H9c2 protect,aDG glyco act,m5-HT2A agonist,Glyco luc inh,hiPSC survival,ABHD5-PLIN5 inh,ABCB6 inh MLPCN,MC4R antagonist,Granule exo inh
COc1cccc(C2/C(=C(\O)c3ccc4c(c3)OCCO4)C(=O)C(=O)N2CCCN2CCOCC2)c1OC (stereo not drawn),-0.2,-4,-0.1,-5,0,-0.5,-4,100,13,-2
OC(COc1ccccc1)CN1CCCC1 (stereo not drawn),-1.2,3,0.0,12,2,1.5,-2,102,7,14
Cc1cccc(C)c1NC(=O)C1CCCN(CCCc2ccccc2)C1 (stereo not drawn),-0.2,-2,0.2,-5,-1,0.6,-3,91,4,3
Cc1ccc(Cl)cc1NC(=O)c1cc(NC(=O)C2CCCCC2C(=O)O)ccc1N1CCOCC1 (stereo not drawn),-1.5,5,-0.3,2,-3,-0.6,-3,103,27,-2
COc1ccc(NC(=S)NCc2cccnc2)cc1,-2.9,3,0.4,-2,-1,-1.1,-3,102,9,-5
CCN(CC)S(=O)(=O)c1ccc(S(=O)(=O)N2CCC(C(=O)NC3CCN(Cc4ccccc4)CC3)CC2)cc1,-1.7,2,0.0,5,-3,-0.2,5,99,-3,-3
CC(=O)CC1(O)C(=O)Nc2ccccc21 (stereo not drawn),-0.6&-1.7,3&-1,0.0&-0.1,-2&-1,4&2,0.9&-0.4,-2&-2,102&95,8&3,7&0
CC(C)CCNC(=O)COc1ccc2c3c(c(=O)oc2c1)CCC3,2.9,0,0.1,1,2,-1.3,1,100,11,4
COC(=O)C(Cc1c[nH]c2ccccc12)NC(=O)C1CC1 (stereo not drawn),0.9,3,0.0,6,0,-0.1,4,94,7,5
Cc1ccc(O)c(C(=O)c2cnc(/N=C(\N)N(C)C)nc2)c1,-2.2,6,-0.2,-4,2,-0.7,8,99,-1,-1
CCNS(=O)(=O)c1ccc(CCC(=O)N2CCN(Cc3ccccc3)CC2)cc1,-1.6,8,-0.1,1,-3,-0.6,-2,93,1,9
COc1ccc(C)cc1NC(=O)CN(c1ccc(F)cc1)S(C)(=O)=O,1.6,0,0.0,-6,1,-1.1,6,99,0,2
CCOc1ccc(CNc2ccc3c(c2)ncn3C)cc1,-1.7,7,0.4,-9,5,-2.6,-10,96,0,2
COCCCNC(=O)CN1C(=O)c2cccc3cccc1c23,-1.0,-6,0.0,-2,1,-0.4,-2,90,-6,2
O=C(NCc1ccncc1)c1cnccn1,-0.1,-3,0.1,0,0,-1.8,-6,99,2,0
C[N+](C)(C)CCOP(=O)([O-])OC[C@H](O)CO,0.6,3,-0.1,10,3,-1.2,-3,99,11,0
CC(C)(C)c1nc2c(s1)CCc1onc(-c3ccc(Cl)cc3)c1-2,-1.2,0,-0.2,-2,0,0.9,-1,97,2,-5
COc1ccc(Sc2nc(-c3ccccc3)ncc2OC)cc1,-2.3,-7,0.0,-3,-1,0.5,-1,94,0,5
OCC[C@@H]1C[C@H](O)[C@@H](O)[C@@]2(OCCCc3cc(Cl)ccc32)O1,nt,16,0.1,10,-1,-1.2,-9,101,nt,-3
O=C(COC(=O)Cn1nnc(-c2ccccc2)n1)Nc1cc(F)ccc1F,-0.9,2,-0.2,1,0,0.8,6,90,5,-11
O=C(O)c1ccc(/C=C/c2nc3sc4c(c3c(=O)[nH]2)CCC4)cc1,-0.5,40,0.0,2,2,-0.3,4,99,11,5
CC(=O)c1c(Nc2ccc3c(c2)OCCO3)oc(C)cc1=O,-0.7,5,0.2,2,-9,1.9,0,99,7,-3
CSCc1ccc(C(=O)NCC(c2cccs2)N2CCOCC2)cc1 (stereo not drawn),-3.3,1,-0.1,-6,0,-0.3,2,97,2,17
CCOC(=O)N1CCN(C(=O)CC(=O)Nc2ccc3nc4n(c(=O)c3c2)CCCCC4)CC1,-0.8,-3,0.0,-1,0,-1.2,-1,97,9,2
Cc1cccc(NC(=O)C2CCCN(c3ncnc4c3nc3n4CCCCC3)C2)n1 (stereo not drawn),-0.1,42,-0.3,4,2,5.7,-2,92,6,4
CCOC(=O)N1CCN(C(=O)COCc2cc(-c3ccc4c(c3)OCO4)on2)CC1,-2.2,-4,-0.1,1,0,-0.4,5,98,-3,0
C/C=C/C(=O)OCC(=O)Nc1ccccc1Br,0.4,9,0.0,-4,1,0.2,3,95,4,-3
CC(=O)OCC1OC(n2cc(F)c(=O)[nH]c2=O)C(OC(C)=O)C1OC(C)=O (stereo not drawn),-0.5,7,0.0,6,0,-0.1,0,99,14,-6
CCOC(=O)C1=C(C)N[C@@]2(O)c3ccccc3C(=O)[C@@]12O,-1.1,-3,0.2,3,4,4.1,-39,92,9,4
CCOC(=O)N1CCN(C(=O)C[C@@H]2C[C@@]3(C(=O)OC)CCCCC=C3N(Cc3ccco3)C2=O)CC1,nt,nt,0.6,1,nt,0.3,-8,101,nt,1
CCOC(=O)C1CCCN(C(=O)C2CCC(CNS(=O)(=O)c3ccc(NC(C)=O)cc3)CC2)C1 (stereo not drawn),-2.1,-10,-0.4,-2,-1,-3.2,5,101,11,0
O=C(NC1CCCc2ccccc21)c1ccc([N+](=O)[O-])cc1 (stereo not drawn),1.8,-2,0.0,-3,-4,-0.5,-5,95,0,-9
C=CCNC(=O)c1ccc([N+](=O)[O-])c(Cl)c1,-1.5,-1,0.4,-3,3,-0.5,1,100,4,-2
O=C1N/C(=N\c2ccccn2)SC1Cc1ccccc1Cl (stereo not drawn),-0.5,-4,0.0,-3,1,0.3,-9,98,-7,-10
CCOc1ccc(C(=O)OCCN(C)C)cc1,0.5,3,0.2,1,0,0.6,-5,98,-1,-5
Cc1ccc(-c2n[nH]c3c2C(c2ccccc2)N(c2ccc(C(=O)O)cc2)C3=O)cc1 (stereo not drawn),0.1,-3,-0.1,3,0,-0.6,1,102,3,-1
COC(=O)c1ccc(COC(=O)[C@@H]2CC(O)CN2S(=O)(=O)c2ccccc2[N+](=O)[O-])cc1 (stereo partly drawn),0.1,-4,-0.3,-8,0,-0.7,-7,97,8,-8
O=C(N/N=C/c1cn(Cc2cccc(F)c2)c2ccccc12)c1cc(O)cc(O)c1,1.3,-8,-0.2,-10,-6,-0.3,18,101,-5,-3
[N-]=[N+]=CC(=O)c1ccnc(C(=O)C=[N+]=[N-])c1,-1.5,2,0.1,-4,-3,-2.3,4,96,5,0
CCc1nnc(NC(=O)c2cc(S(=O)(=O)N3CCCCC3)ccc2C)s1,-1.9,-2,-0.2,0,0,0.0,-2,82,0,0
COc1cc2c(cc1OC)C(Nc1ccccc1)=NC(C)(C)C2,-2.3,12,0.1,-1,3,2.6,0,99,-1,2
Cc1ccc2occ(/C=N/NC(=O)c3ccccc3C)c(=O)c2c1,-2.4,-9,-0.1,12,1,3.0,4,99,-30,2
COc1ccc(Cl)cc1CC1(C)C(=O)Nc2ccc(S(=O)(=O)NC3CCCCC3)cc21 (stereo not drawn),-0.1,6,0.2,0,-5,1.1,-9,95,15,-6
Cc1cc(C)c2nc3nc(C)cc(C)c3c(N)c2c1,-1.7,-6,0.4,1,79*,-1.8,3,108,-2,-3
CC(C)(C)OC(=O)C[C@@H]1C/C=C\C[C@@H](CC(=O)N[C@@H](CO)Cc2ccccc2)C(=O)NC[C@@H](c2ccccc2)OC1=O,-0.7,65*,0.2,1,3,-1.8,-4,92,12,-4
COc1ccc(S(=O)(=O)N2CCC[C@@H]2C(=O)N2CCC[C@H]2C(=O)NCc2ccncc2)cc1C,nt,nt,-0.2,3,nt,-0.4,4,100,nt,-5
CN(C(=O)COC(=O)c1cc(S(=O)(=O)N2CCOCC2)c(Cl)cc1Cl)C1CCS(=O)(=O)C1 (stereo not drawn),-3.9,4,0.0,0,4,0.8,-1,107,5,8
CCCCCCSc1cccc(-c2nc3ccccn3c2NCc2ccccc2)c1,0.1,43,0.8&0.6,-5&-1,-3,-4.9&-0.4,-12&0,94&97,10,58*!
CCc1ccccc1NC(=O)CNC(=O)c1cn(Cc2ccccc2)nc1-c1cccnc1,-0.5,0,0.1,4,4,-0.4,13,90,6,7
Cc1onc(C(=O)NN)c1-c1csc(COc2ccccc2)n1,3.5,1,0.0,-11,-1,1.1,9,92,2,2
CC(C)c1onc(C(=O)N2CCN(c3ccccc3)CC2)c1[N+](=O)[O-],0.0,3,0.1,-5,0,-0.4,-3,93,-3,-3
Cc1cccc(NS(=O)(=O)c2cccc(C(=O)N3CCCCCCC3)c2)c1,-0.3,-6,0.1,6,-3,3.4,-2,93,8,-16
CC(Cc1ccccn1)NC(=O)c1ccc(OC2CCN(Cc3ccccn3)CC2)cc1 (stereo not drawn),-1.2,0,1.3,-1,-5,1.0,2,98,0,-3
CCOc1ccc(N(C)S(=O)(=O)c2ccc(-c3cc(C)no3)s2)cc1,-1.7,-9,-0.4,1,22,0.3,-3,101,-17,8
Cc1cc(C)c2[nH]c(=O)c(CN(Cc3cccs3)C(=S)NCC3CCCO3)cc2c1 (stereo not drawn),1.1,11,0.3,5,-2,-2.7,-6,97,-1,-2
N/C(=N\OC(=O)COc1cc(Cl)c(Cl)cc1Cl)c1ccccn1,5.8,-2,0.3,0,1,-0.6,0,95,-2,3
COc1ccc(N(C(C)=O)S(=O)(=O)c2cc(OC)ccc2OC)cc1,-2.1,-4,0.0,1,-1,-1.0,0,117,2,-2
COc1ccnc(Nc2ccc(C)c(C)c2)c1C#N,-2.2,2,0.0,0,0,-1.6,0,105,-1,-6
CCN(CC)C(=O)C(C)N1c2cccc3cccc(c23)S1(=O)=O (stereo not drawn),-1.8,5,0.0,-6,1,-4.1,-6,95,4,1
COc1ccccc1N(C)S(=O)(=O)c1ccc(C(=O)OCC(=O)c2c[nH]c3ccccc23)cc1,3.6,-9,0.2,1,-1,0.6,-7,94,39*,1
Cc1cccc(NC(=O)CNC(=O)[C@H]2O[C@@H](n3cnc4c(N)ncnc43)[C@H](O)[C@@H]2O)c1C,nt,4,0.2,6,0,1.9,-5,96,nt,0

# Compounds as they come (roughly 4.5% active in at least one column).
